Assay outcomes: PubChem BioAssay, National Center for Advancing Translational Sciences (NCATS)
FLuc modulator: inhibits or activates purified firefly luciferase, miR-21 counter-screen | Potency, µM (titrated, usually from 57.5 µM), for the others: at the top dose activity change, negative = inhibition, hits mostly inhibitors | P08659 | purified FLuc, Km substrates, luminescence inhibition | AID 588342 | actives 6.9% (n = 360,000);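 note: plate controls were vehicle for no effect and reference inhibitor for full effect; nearly all actives have a fitted effect of over 55% in size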
Target sequence (P08659 whole entry, looked up): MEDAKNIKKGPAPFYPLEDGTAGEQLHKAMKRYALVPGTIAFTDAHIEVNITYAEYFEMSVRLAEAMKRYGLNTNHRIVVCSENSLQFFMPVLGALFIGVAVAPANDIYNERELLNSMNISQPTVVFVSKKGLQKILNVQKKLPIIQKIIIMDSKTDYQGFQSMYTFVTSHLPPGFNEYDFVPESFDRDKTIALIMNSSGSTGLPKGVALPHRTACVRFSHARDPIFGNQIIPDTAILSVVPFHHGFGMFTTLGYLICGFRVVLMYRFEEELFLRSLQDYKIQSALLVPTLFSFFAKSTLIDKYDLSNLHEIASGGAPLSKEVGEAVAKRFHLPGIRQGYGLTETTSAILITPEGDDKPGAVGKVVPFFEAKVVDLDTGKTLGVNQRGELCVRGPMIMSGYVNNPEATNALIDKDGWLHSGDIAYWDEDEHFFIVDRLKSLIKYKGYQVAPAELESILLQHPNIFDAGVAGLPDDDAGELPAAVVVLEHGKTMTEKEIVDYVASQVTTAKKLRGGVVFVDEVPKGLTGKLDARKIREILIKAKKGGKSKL
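Biochemical qHTS of compounds, final roughly 60 µM downward over six points, against 10 nM purified firefly luciferase using Km concentrations of substrates (10 uM D-luciferin, 10 uM ATP) in Tris acetate pH 7.5 buffer; luminescence output.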
BRCA1 expr act: BRCA1 expression activation; MCF7-BRCA1-FFLuc reporter, luminescence, 48 h; response scale: scaled: vehicle 0%, 10 µM genistein 100%; actives 1.1% (n = 380,000); Potency, µM (doses to about 46.1 µM), without a hit: top-dose activation, most hits filed as activators; AID 624202; note: nearly all actives have a fitted effect of over 80% in size; some results filed as inactive show a strong effect at the top dose
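Activators of BRCA1 expression were detected as increased firefly luciferase luminescence in engineered MCF7 cells after 48 h compound incubation. Signals were scaled to genistein 10 microM as full activation.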
* = called active by the depositor; ? = inconclusive; / = no result given. Calls come from the whole dose curve; as a rule, active = well fitted curve in the direction sought with a large enough effect; inconclusive = small, poorly fitted or top-dose-only effect, or another doubt; inactive = no such curve, though single readings can be large; an effect the other way counts as inactive or inconclusive. Potency is the fitted concentration of half-maximal effect.

| Structure | FLuc modulator | BRCA1 expr act |
| --- | --- | --- |
| CCOc1ccc(CN(CCc2ccc3c(c2)OCO3)Cc2cccc(Br)c2)cc1 | -2% | / |
| CCCc1nc(SC)ncc1C(=O)Nc1ccc(Cl)cc1C(=O)c1ccccc1 | -9% | / |
| CCOc1ccc(CN(CCc2ccc3c(c2)OCO3)Cc2cccc(C)c2)cc1 | -6% | / |
| Cc1cccc(C)c1OCC(=O)Nc1ccc(Cl)cc1C(=O)c1ccccc1 | 4% | / |
| CCOc1ccc(-c2cn3c(n2)sc2cc(C(=O)N4CCCC(C)C4)ccc23)cc1 (stereo not drawn) | 4.3µM* | / |
| Cc1ccccc1C(=O)Nc1ccc(C(=O)OCc2cc(=O)n3nc(C4CC4)sc3n2)cc1 | ? | / |
| Cc1ccc(-c2nc(CN3C(=O)CN=C(c4ccccc4)c4ccccc43)c(C)o2)cc1 | 0% | / |
| CC(C)Oc1ccc(C(=O)Nc2ccc3c(c2)CCCN3C(=O)c2cccs2)cc1 | ? | / |
| N#CC1c2ccccc2-n2nncc2CN1C(=O)c1ccccc1F (stereo not drawn) | / | -5% |
| CC(=O)NCC1=C(c2cccc3ccccc23)C[C@@H]2CC[C@H]1N2Cc1ccco1 | / | 1% |

Looked up above.
Under FLuc modulator, CCOc1ccc(CN(CCc2ccc3c(c2)OCO3)Cc2cccc(C)c2)cc1 is listed with -6%
Under FLuc modulator, CCOc1ccc(CN(CCc2ccc3c(c2)OCO3)Cc2cccc(Br)c2)cc1 is listed with -2%
Under FLuc modulator, Cc1cccc(C)c1OCC(=O)Nc1ccc(Cl)cc1C(=O)c1ccccc1 is listed with 4%

Later entries
| Structure | FLuc modulator | BRCA1 expr act |
| --- | --- | --- |
| COC(=O)C1=C(c2ccc(S(C)(=O)=O)cc2)C[C@@H]2CC[C@H]1N2C(=O)NCCCOC(C)C | / | -13% |
| Cc1cccc(C)c1-n1nnnc1C(c1ccccc1)N1CCC2(CC1)C(=O)NCN2c1ccccc1 (stereo not drawn) | / | -34% |
| CC1([N+](=O)[O-])COP(=O)(Nc2ccccc2F)OC1 (stereo not drawn) | / | -6% |
| O=C1NC(=O)C(=Cc2ccco2)C(=O)N1 | / | 10% |
| CC(C)NS(=O)(=O)c1ccc(OCC(=O)N2CCN(Cc3ccccc3)CC2)cc1 | / | -27% |
| CCOC(=O)c1cc2c(cn1)[C@H](CCO)NC2 | / | 6% |
| CCC[C@H](N[C@@H](CCC)[C@H](O)c1ccccc1)[C@H](O)c1ccccc1 | / | -24% |
| O=C(Oc1ccc([N+](=O)[O-])cc1)N1CCN(/[N+]([O-])=N/Oc2ccc([N+](=O)[O-])cc2[N+](=O)[O-])CC1 | / | 16% |
| COC(=O)C1=C(c2cccc(OC)c2OC)C[C@@H]2CC[C@H]1N2C(=O)NC1CC1 | / | 7% |
| O=C(CF)N(O)c1ccc(C=Cc2ccccc2)cc1 | / | -14% |
| CNCC(=O)c1ccccc1 | / | 4% |
| CS(=O)(=O)c1ccc(C2=C(CNC(=O)c3cccs3)[C@H]3CC[C@@H](C2)N3Cc2ccco2)cc1 | / | 9% |
| NC(Cc1ccc(Cl)cc1)c1csc(Nc2cnccn2)n1 (stereo not drawn) | / | 0% |
| Oc1ccc(O)c2c1C1(Cl)C(Cl)=C(Cl)C2(Cl)C1(Cl)Cl | / | -88% |
| Cc1nc2ccccn2c1P(=S)(c1ccccc1)c1ccccc1 | / | -14% |
| CC1CC2CC(=O)CCC2(C)C2CCC3(C)C(O)CCC3C12 (stereo not drawn) | / | -25% |
| CCCOC(=O)C1C2CCC(O2)C1C(=O)O (stereo not drawn) | / | 4% |
| CCC1CN1P(=O)(N1CCCC1)N1CC1CC (stereo not drawn) | / | -7% |
| Cc1ccc(C(=O)N2CC2C)cc1 (stereo not drawn) | / | 5% |
| COc1ccc(N2C(=O)C(=O)N(c3ccc(OC)cc3)P2(=O)N(CCCl)CCCl)cc1 | / | 15% |
| Cc1noc(C)c1COc1ccc(C(=O)NCC2(N(C)C)CCCCC2)cc1 | / | -24% |
| C=CCCC1(C2=CCCCC2)C(=O)NC(=O)NC1=O | / | 0% |
| C[C@@H]1CN([C@H](C)CO)C(=O)CCCn2nncc2CO[C@H]1CN(C)C(=O)Oc1ccccc1 | / | 12% |
| CC(=O)Nc1ccc(S(=O)(=O)N2Cc3ccccc3-n3nncc3C2)cc1 | / | -8% |
| C[C@@H]1CN([C@@H](C)CO)C(=O)CCCn2nncc2CO[C@H]1CN(C)C(=O)Oc1ccc2ccccc2c1 | / | 8% |
| COc1ccc(C(c2nnnn2C2CCCCC2)N2CCC3(CC2)C(=O)NCN3c2ccccc2)cc1 (stereo not drawn) | / | -58% |
| O[C@@H]1CCCN2CCc3c([nH]c4ccccc34)[C@H]12 | / | 3% |
| NCC(=O)c1ccc2ccccc2c1 | / | 5% |
| COc1ccc(-c2ccc3c(c2)CN(C(=O)C(C)(C)C)Cc2cnnn2-3)cc1 | / | -19% |
| COC(=O)C1=C(c2ccc(S(C)(=O)=O)cc2)C[C@@H]2CC[C@H]1N2C(=O)NCc1ccccc1 | / | -7% |
| c1ccc(-c2nnc(SCc3ccncc3)o2)cc1 | / | ? |
| CCOC(=O)[C@]12Cc3ccccc3[C@H]1N(C(C)C)C(=O)c1cc(OC)ccc12 | / | -57% |
| CS(=O)(=O)c1ccc(C2=C(CNC(=O)c3nccs3)[C@H]3CC[C@@H](C2)N3CCOc2ccccc2)cc1 | / | 8% |
| [O]=[Sb]([OH])([OH])[c]1ccccc1 | / | 12% |
| O=C1NC(=O)C(Nc2ccc(Cl)c(Cl)c2)C(=O)N1 | / | -26% |
| O=c1[nH]c2ccccc2n1C1CCN(C(c2cccs2)c2nnnn2Cc2ccccc2)CC1 (stereo not drawn) | / | -49% |
| Clc1cccc(Cl)c1NC1=NCCS1 | / | -2% |
| CC12CCC3C(CCCC4CC(=O)CCC43C)C1CCC2O (stereo not drawn) | / | -22% |
| CCOC(=O)c1ccc(N2Cc3ccccc3C2=NC(=O)c2cccc([N+](=O)[O-])c2)cc1 | / | 5µM* |
| CCC1(c2ccc(C)cc2)C(=O)NC(=S)NC1=O | / | 1% |

Continued, starting with the last 5 of the part before.
| Compound | FLuc modulator | BRCA1 expr act |
| --- | --- | --- |
| O=c1[nH]c2ccccc2n1C1CCN(C(c2cccs2)c2nnnn2Cc2ccccc2)CC1 (stereo not drawn) | / | -49% |
| Clc1cccc(Cl)c1NC1=NCCS1 | / | -2% |
| CC12CCC3C(CCCC4CC(=O)CCC43C)C1CCC2O (stereo not drawn) | / | -22% |
| CCOC(=O)c1ccc(N2Cc3ccccc3C2=NC(=O)c2cccc([N+](=O)[O-])c2)cc1 | / | 5µM* |
| CCC1(c2ccc(C)cc2)C(=O)NC(=S)NC1=O | / | 1% |
| N#Cc1ncc(N=Cc2ccc(N(CCCl)CCCl)cc2)s1 | / | -41% |
| N#CC1c2ccccc2-n2nncc2CN1S(=O)(=O)c1cc(Cl)cc(Cl)c1 (stereo not drawn) | / | 4% |
| O=C1C2C3CCC(O3)C2C(=O)N1c1cccc(F)c1 (stereo not drawn) | / | -1% |
| COc1ccc(-n2nnnc2C(c2cccs2)N2CCC3(CC2)C(=O)NCN3c2ccccc2)cc1 (stereo not drawn) | / | -42% |
| CC(=O)NC1=C(N2CC2C)C(=O)C(NC(C)=O)=C(N2CC2C)C1=O (stereo not drawn) | / | -16% |
| CCOc1ccc(NC(=O)c2c(O)[nH]c(=O)[nH]c2=O)cc1 | / | 5% |
| COC(=O)C1=C(c2ccc(OCc3ccccc3)c(F)c2)C[C@@H]2CC[C@H]1N2C | / | -8% |
| COc1cc2c(cc1OC)C1C(=O)c3ccc4c(c3OC1CO2)CC(C(C)C)O4 (stereo not drawn) | / | -83% |
| CC12CC(=O)C3C(CCC4CC=CCC43C)C1CCC2=O (stereo not drawn) | / | 16% |
| COc1ccc(-n2nnnc2C(c2ccccc2OC(F)(F)F)N2CCC3(CC2)C(=O)NCN3c2ccccc2)cc1 (stereo not drawn) | / | -64% |
| CCOC(=O)[C@]12Cc3cc(OC)ccc3[C@H]1N(Cc1ccccc1)C(=O)c1ccccc12 | / | -25% |
| Nc1ccc(CC2=NCCN2)cc1 | / | -1% |
| CC12CCC3C(CC=C4CC(O)CCC43C)C1CC(=CN1CCOCC1)C2=O (stereo not drawn) | / | -40% |
| S=C(NCCc1ccccc1)N1Cc2cc(N3CCOCC3)ccc2-n2nncc2C1 | / | -15% |
| COC(=O)C1=C(C(=O)OC)C2c3ccccc3C1c1ccccc12 | / | -18% |
| O=C(c1ccco1)N1Cc2ccccc2-n2nncc2C1 | / | 7% |
| CC(=O)OC1CC(OC2C(O)CC(OC3C(O)CC(OC4CCC5(C)C(CCC6C5CCC5(C)C(C7=CC(=O)OC7)C(O)CC65O)C4)OC3C)OC2C)OC(C)C1OC1OC(CO)C(O)C(O)C1O (stereo not drawn) | / | -96% |
| Nc1c(Br)cc2c3c(cccc13)-c1ccccc1-2 | / | -35% |
| CN1CCN(C(=O)COc2ccc(S(=O)(=O)Nc3ccc(Cl)cc3)cc2)CC1 | / | -21% |
| O=C(NC1CCCCC1)N1Cc2ccccc2-n2nncc2C1 | / | 3% |
| COc1cc2c(cc1OC)C13CCN4CC5CCOC6CC(=O)N2C1C6C5CC43 (stereo not drawn) | / | -14% |
| COc1cccc(C2CCN(C)C2)c1 (stereo not drawn) | / | 2% |
| c1ccc(CNC2CN3CCC2CC3)cc1 (stereo not drawn) | / | 4% |
| Nc1ncnc2c1ncn2[C@@H]1O[C@H](COP(=O)(O)CP(=O)(O)O)[C@@H](O)[C@H]1O | / | -8% |
| c1cnc(OCCN2CC2)cn1 | / | 4% |
| Oc1c(Br)cc(-c2ccccc2)cc1Br | / | -32% |
| CCOC(=O)CC1c2ccccc2-n2nncc2CN1CC1CCCCC1 (stereo not drawn) | / | 2% |
| CC(C)(C)C(=O)N1Cc2cc(-c3cccc(F)c3)ccc2-n2nncc2C1 | / | 0% |
| CC1C=CCCC12C(=O)NC(=O)NC2=O (stereo not drawn) | / | 0% |
| O=S(=O)(c1cccc2ccccc12)N1Cc2ccccc2-n2nncc2C1 | / | -16% |

Among those listed so far, these have a cyano group.
| Compound | FLuc modulator | BRCA1 expr act |
| --- | --- | --- |
| N#CC1c2ccccc2-n2nncc2CN1C(=O)c1ccccc1F (stereo not drawn) | / | -5% |
| N#Cc1ncc(N=Cc2ccc(N(CCCl)CCCl)cc2)s1 | / | -41% |
| N#CC1c2ccccc2-n2nncc2CN1S(=O)(=O)c1cc(Cl)cc(Cl)c1 (stereo not drawn) | / | 4% |

Continuation.
| Compound | FLuc modulator | BRCA1 expr act |
| --- | --- | --- |
| CC1C(=O)OC2CCN3CC=C(COC(=O)C(C)(O)C1(C)O)C23 (stereo not drawn) | / | 5% |
| CC12CCC3C(CCC4CC(=O)C(C(O)C(F)(F)F)CC43C)C1CCC2O (stereo not drawn) | / | -27% |
| CCc1nn2c(=O)c(F)c(N3CCNCC3)nc2s1 | / | -1% |
| O=P(O)(Oc1ccccc1)c1ccccc1 | / | 1% |
| CC1([N+](=O)[O-])COP(=O)(Nc2cccc(Cl)c2)OC1 (stereo not drawn) | / | -3% |
| COC(=O)C1=C(c2cc3ccccc3o2)C[C@@H]2CC[C@H]1N2C(=O)NCc1ccco1 | / | -15% |
| CCOc1cc(C=C2C(=O)NC(=S)NC2=O)ccc1O | / | 1% |
| CCOC(=O)c1cccc(C2=C(CNC(=O)c3ocnc3C)[C@H]3CC[C@@H](C2)N3Cc2ccccc2)c1 | / | -16% |
| O=C(NC1CCCCC1)N1Cc2cc(N3CCCCC3)ccc2-n2nncc2C1 | / | -3% |
| CC(C)(C)C(=O)N1Cc2cc(N3CCCCC3)ccc2-n2nncc2C1 | / | 3% |
| CC1([N+](=O)[O-])COP(=O)(Nc2ccc(Cl)cc2)OC1 (stereo not drawn) | / | -25% |
| CC1(CCCc2ccc(N(CCCl)CCCl)cc2)NC(=O)NC1=O (stereo not drawn) | / | 30% |
| Cc1ccc(N2CCN(C(=O)c3cn(CC4CCCCC4)nn3)C(C)C2)cc1 (stereo not drawn) | / | 2.5µM* |
| COC1=C(C)C(=O)C2=C(C1=O)C(CO)N1C(C#N)C3CC4C(C1C2N1CCOC41)N3C (stereo not drawn) | / | -87% |
| COc1ccc2c(c1)C13CCN(C)C(C2)C1CCC1(C3)OCCO1 (stereo not drawn) | / | -1% |

Looked up by structure from the entries so far (5):
| Compound | FLuc modulator | BRCA1 expr act |
| --- | --- | --- |
| CC1([N+](=O)[O-])COP(=O)(Nc2ccc(Cl)cc2)OC1 (stereo not drawn) | / | -25% |
| O=P(O)(Oc1ccccc1)c1ccccc1 | / | 1% |
| CCc1nn2c(=O)c(F)c(N3CCNCC3)nc2s1 | / | -1% |
| CC1([N+](=O)[O-])COP(=O)(Nc2cccc(Cl)c2)OC1 (stereo not drawn) | / | -3% |
| CCOc1cc(C=C2C(=O)NC(=S)NC2=O)ccc1O | / | 1% |

Some of the compounds tested (hit frequency here may not be typical).
